# APE1 inh – APE1 (human) endonuclease inhibition; P27695; recombinant APE1, TAMRA/BHQ-2 abasic DNA cleavage fluorescence; Potency, µM (highest dose often 65.8 µM), without a hit: at the highest dose activity change, negative = inhibition, most hits filed as inhibitors; 0.35% of 350,000 active; AID 2517;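 further: potency means the concentration at half of the fitted maximal effect; plate controls were vehicle for no effect and reference inhibitor for full effect; nearly all actives have a fitted effect of over 55% in size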
# Target sequence (P27695 whole entry, looked up): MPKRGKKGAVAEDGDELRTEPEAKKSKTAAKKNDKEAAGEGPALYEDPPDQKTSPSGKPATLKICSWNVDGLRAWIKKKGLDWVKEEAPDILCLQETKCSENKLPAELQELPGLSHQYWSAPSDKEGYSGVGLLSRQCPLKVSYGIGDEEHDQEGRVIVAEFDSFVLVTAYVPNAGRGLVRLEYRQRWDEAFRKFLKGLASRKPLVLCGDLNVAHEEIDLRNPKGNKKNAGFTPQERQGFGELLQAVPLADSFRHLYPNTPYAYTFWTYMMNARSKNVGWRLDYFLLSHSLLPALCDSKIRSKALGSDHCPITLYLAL
#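 Readout is kinetic fluorescence (ex 525, em 598 nm) from cleavage of 50 nM TAMRA/BHQ-2 THF abasic duplex by 0.75 nM APE1, compound added 15 min beforehand at RT.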
# Pol beta inh – inhibitors of human DNA polymerase beta; P06746; Pol beta primer extension/strand displacement, fluorescence kinetic; Potency, µM (doses to about 114 µM), inactives show at the highest dose activity change, negative = inhibition, actives largely listed as inhibitors; 1.3% of 340,000 active; AID 485314; further: potency means the concentration at half of the fitted maximal effect; on the % scale 0 is the no-effect control and ±100 the full control effect
#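 Preincubation: enzyme (10 nM) with compound, 15 min, RT. Reaction: substrate added to 50 nM final. Reads: 0 and 10 min. Analysis: normalized, Hill fit.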
# ALOX12 inh – inhibitors of human 12S-lipoxygenase ALOX12; P18054; purified 12hLO, xylenol orange hydroperoxide absorbance; Potency, µM (doses to about 108 µM), inactives show at the top dose activity change, negative = inhibition, most hits filed as inhibitors; 1.1% of 580,000 active; AID 1671190; further: potency means the concentration at half of the fitted maximal effect; on the % scale 0 is the no-effect control and ±100 the full control effect
#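 Purified human 12hLO (150 nM final) in 25 mM Hepes, 0.01% Triton X-100, pH 7.0 was preincubated 15 min at room temperature with compound. Then 40 uM arachidonic acid was added, 30 min. Hydroperoxide was read by Fe-XO absorbance ratio 573/405 nm.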
# ERG Ets-DNA blk – ERG Ets/DNA interaction inhibition | 0.028% of 370,000 active | AID 624246 | P11308 | Potency, µM (series often up to 76.9 µM), for the others: at the top dose FP activity, negative = inhibition, most hits filed as inhibitors | fluorescence polarization, His-ERG Ets domain / labelled DNA; active means well fitted inhibition curve with a large enough effect in the polarisation, with a control signal flat; inconclusive means small, poorly fitted or top-dose-only effect, or effect the other way, or a change in a side signal; inactive means no such curve, though single readings can be large or run the other way; the % refers to the polarisation;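 further: polarization taken with two DNA probes labelled with fluorescein and Texas red; potency means the concentration at half of the fitted maximal effect; % of control where 0% means no effect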
# Target sequence (P11308 whole entry, looked up, the tested form may be a part): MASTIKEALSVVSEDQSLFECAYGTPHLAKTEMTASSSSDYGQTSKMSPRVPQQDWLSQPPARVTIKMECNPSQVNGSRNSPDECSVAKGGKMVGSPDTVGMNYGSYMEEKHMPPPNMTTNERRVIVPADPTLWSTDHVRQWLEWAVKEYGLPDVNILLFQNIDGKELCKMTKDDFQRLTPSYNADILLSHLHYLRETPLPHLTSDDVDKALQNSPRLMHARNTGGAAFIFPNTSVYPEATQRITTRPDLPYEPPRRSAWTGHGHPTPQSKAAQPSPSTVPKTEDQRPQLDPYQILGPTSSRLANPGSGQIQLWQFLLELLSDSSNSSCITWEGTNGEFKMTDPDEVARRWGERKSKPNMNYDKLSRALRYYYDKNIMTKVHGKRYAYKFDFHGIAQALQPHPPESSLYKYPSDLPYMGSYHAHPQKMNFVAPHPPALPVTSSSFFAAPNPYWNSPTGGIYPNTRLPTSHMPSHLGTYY
#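 His-tagged ERG Ets domain (1 uM in the protein solution; 300mM KCl, 50mM Tris-HCl, 1mM EDTA, 1mM DTT, pH 7.5) received compound, then a probe mix of 5 nM fluorescein-DNA and 100nM Texas-615-DNA. Fluorescence polarization was read for both dyes.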
# Pol eta inh – blocks human DNA polymerase eta activity | Q9Y253 | recombinant Pol eta, fluorescent DNA replication assay | Potency, µM (titrated, usually from 114 µM), for inactives: top-dose activity change, negative = inhibition, hits mostly inhibitors | 1.2% of 390,000 active | AID 588591; further: potency means the concentration at half of the fitted maximal effect; on the % scale 0 is the no-effect control and ±100 the full control effect
#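 Fluorescent replication assay: 50 nM final substrate added after a 15 min room-temperature compound preincubation with 10 nM enzyme. Signal taken at 0 min and again at 10 min.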
# Anesthetic bind – binds horse apoferritin like a general anesthetic; 0.074% of 350,000 active; apoferritin/1-aminoanthracene competitive binding, fluorescence; Potency, µM (titrated, usually from 77.5 µM), inactives show at the highest dose activity change, negative = displacement, hits mostly inhibitors; AID 485281; further: potency means the concentration at half of the fitted maximal effect; on the % scale 0 is the no-effect control and ±100 the full control effect; nearly all actives have a fitted effect of over 20% in size
#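 Concentration-response curves derived by four-parameter Hill fitting of normalized fluorescence, where compounds displaced 1-AMA from 10 uM horse apoferritin following a brief 10 min room-temperature incubation; propofol titration acted as positive control.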
# Pol kappa inh – blocks human DNA polymerase kappa activity; Q9UBT6; purified Pol kappa, fluorescent DNA synthesis assay, 10 min; Potency, µM (series often up to 107 µM), without a hit: top-dose activity, negative = inhibition, actives largely listed as inhibitors; 0.53% of 400,000 active; further: potency means the concentration at half of the fitted maximal effect; on the % scale 0 is the no-effect control and ±100 the full control effect
#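 Fluorescent qHTS in 1536-well format: enzyme (10 nM) and compound sat 15 min at room temperature before 50 nM substrate (final) was added. Signal taken at 0 and 10 min; no-enzyme buffer wells were negative controls.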
# LDHA block – inhibitors of human lactate dehydrogenase A; purified LDHA, NADH/diaphorase-resazurin fluorescence; active compounds read low; activity change, % (values are at about 110 or 230 µM); 0.15% of 480,000 active; AID 1347041; in the data active means activity change below about -30%; inconclusive means mostly about -25% to -30%;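 further: plate controls were DMSO wells for no effect and wells without enzyme for full effect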
#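 Enzyme activity of human lactate dehydrogenase 5 (2 nM; 0.06 mM NADH, 0.2 mM pyruvate, 5 min, RT) is measured via a resazurin/diaphorase fluorescence readout of residual NADH.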
# RGS4 inhibitor – human RGS4 inhibition; 0.039% of 390,000 active; Transcreener GDP fluorescence polarization, RGS4-accelerated GTP hydrolysis; P49798; Potency, µM (top dose mostly 114 µM), without a hit: at the highest dose activity change, negative = inhibition, usual class: inhibitors; further: potency means the concentration at half of the fitted maximal effect; on the % scale 0 is the no-effect control and ±100 the full control effect; nearly all actives have a fitted effect of over 75% in size; some results filed as inactive show a strong effect at the top dose
# Target sequence (P49798 whole entry, looked up): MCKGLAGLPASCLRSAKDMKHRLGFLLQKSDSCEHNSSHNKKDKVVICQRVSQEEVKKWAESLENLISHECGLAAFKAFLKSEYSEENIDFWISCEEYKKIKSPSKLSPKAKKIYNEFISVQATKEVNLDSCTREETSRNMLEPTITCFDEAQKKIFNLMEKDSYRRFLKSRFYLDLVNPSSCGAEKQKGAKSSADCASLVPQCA
#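 MLSMR compounds (23 nl, pin-transferred) preincubated 10 min at room temperature with a 500nM (2x) first reagent, then RGS4 at 900nM (2x) plus Transcreener GDP mix added; fluorescence polarization (620/688 nm) read before and after 90 min at 30 °C.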
# The depositor's hits bear a star; u = inconclusive; x = not tested or not shown; [ ] = remark or other dose. Unless noted, the call rests on the fitted dose curve; in most records, active means well fitted curve in the direction sought with a large enough effect; inconclusive means small, poorly fitted or top-dose-only effect, or another doubt; inactive means no such curve, though single readings can be large; an effect the other way counts as inactive or inconclusive.
# Second line of a record – APE1 inh, Pol beta inh, ALOX12 inh, ERG Ets-DNA blk, Pol eta inh, Anesthetic bind, Pol kappa inh, LDHA block, RGS4 inhibitor
1	O=C(NC(=S)Nc1cccc(NC(=O)c2ccccc2Cl)c1)c1cccs1
 : 23%, 54%, u, 3%, -16%, -14%, -6%, -7, -7%
2	COc1ccc(CCNC(=O)C2CCN(S(=O)(=O)c3ccc4nc5c(c(C(=O)O)c4c3)CCCC5)CC2)cc1OC
 : 27%, 10%, -23%, 4%, 12%, -5%, -2%, 3, 16%
3	CCc1cc2c(-n3nc(C)cc3C)ncnc2s1
 : 16%, 42%, 11%, 2%, -4%, -6%, -21%, -3, 17%
4	COc1ccc(CCN2CCCn3c2nc2c3c(=O)n(Cc3ccccc3F)c(=O)n2C)cc1OC
 : 4%, 14%, 0%, 9%, 5%, -13%, -5%, -14, 0%
5	COC(=O)[C@H](Cc1ccc(O)cc1)NC(=O)Cn1cnc(C(=O)Nc2ccc(C)c(C)c2)n1
 : 7%, x, 10%, 4%, -14%, x, -2%, 0, -10%
6	O=C(O)CSCc1c(F)cccc1Cl
 : 7%, 16%, 95%[activator], 7%, -3%, -6%, -8%, -6, 2%
7	CC(C)C(=O)Nc1ccc(C(=O)NNC(=O)C(c2ccccc2)c2ccccc2)cc1
 : 0%, u, 24%, -1%, -10%, -12%, -16%, -11, -23%
8	COc1ccccc1/C=C/C=N/n1c(COc2ccccc2)n[nH]c1=S
 : -5%, 21%, -8%, 0%, -4%, u, -19%, 0, -41%
9	Cc1ccc(NC(=O)C2CCCN(c3ncccn3)C2)c(C)c1 (centres undefined)
 : 42%, -14%, 14%, -10%, -18%, 4%, 4%, -9, 3%
10	Cc1cccnc1NC(=O)CSc1nnc(COc2ccc(C(C)C)cc2)n1C
 : -2%, 1%, 4%, -5%, -12%, -9%, -7%, -10, -37%
11	CS(=O)(=O)N(CC(=O)N1CCCC1)c1cccc(F)c1
 : 6%, 23%, 1%, -2%, -14%, -3%, -12%, -2, -30%
12	CCOC(=O)c1ccc2ncc(C(=O)OCC)c(Nc3ccc(C)c(Br)c3)c2c1
 : x, 0%, -24%, -6%, -23%, -4%, -13%, -3, 23%
13	Cc1cc(C(=O)C(=O)NC(C)C)c(C)n1-c1ccc([N+](=O)[O-])cc1
 : 2%, u, -8%, 9%, -8%, -20%, 10%, 2, -16%
14	COc1ccc(OC)c(NC(=O)CN2C(=O)CCc3cc(S(=O)(=O)N4CCCCC4)ccc32)c1
 : x, -29%, -3%, 0%, -5%, -16%, -1%[60.1 µM], 7, -26%
15	COc1cccc(-c2ccc(SCC(=O)N3CCN(c4ccccc4)CC3)nn2)c1
 : 10%, 47%, 2%, -1%, -24%, -9%, 3%, -2, -2%
16	CC1CCC2(CC1)NC(=O)N(CC(=O)N1CCN(S(=O)(=O)c3ccc4c(c3)CCC4)CC1)C2=O (centres undefined)
 : 6%, x, u, 15%, -2%, x, -7%, -8, -16%
17	C=CCNC(=S)Nc1ccc(Br)cc1F
 : -1%, 30%, u, 5%, -3%, -7%, -5%, -3, -34%
18	CCC(NC(=O)CCCc1ccccc1)c1ccccc1 (centres undefined)
 : 14%, 24%, -15%, -4%, -6%, -8%, -11%, -5, 4%
19	S=c1[nH]nc(-c2ccco2)n1/N=C/C(Cl)=C/c1ccccc1
 : -2%, u, u, -17%, u, -18%, -7%, -2, u
20	CCOC(=O)[C@@H]1[C@H]2COc3ccccc3[C@H]2N2C(=O)N(c3ccc(F)cc3)C(=O)[C@]12C
 : 11%, 24%, -6%, 18%, -18%, -13%, u, 3, 0%
21	COc1cc(NC(=O)c2cccc3c2C(=O)N(Cc2cccnc2)C3)cc(OC)c1OC
 : -2%, -14%, 0%, 9%, -13%, -5%, -19%, -6, -2%
22	Cc1ccc(/C(N)=N/OC(=O)c2cccs2)cc1
 : 0%, -14%, 6%, -9%, -14%, -13%, -6%, -5, 18%
23	CS(=O)(=O)N1CCN(c2ccc(NC(=O)c3cc4ccccc4o3)cc2)CC1
 : 5%, -26%, 0%, 0%, -15%, -2%, 11%, -4, -15%
24	COc1ccc(C(O)c2nccn2Cc2ccccc2)cc1 (centres undefined)
 : u, 4%, 11%, -3%, -3%, -10%, -10%, -11, 8%
25	CCn1c(N)c(C(=O)NCc2cccnc2)sc1=S
 : -6%, 38%[activator], -29%, 6%, -13%, -18%, 3%, -2, -5%
26	COc1ccc(OCC(O)CNC(=O)c2ccc(OC)cc2)cc1 (centres undefined)
 : 7%, 19%, -6%, 7%, -21%, u, -4%[60.1 µM], -15, 19%[11.4 µM]
27	CC(C)=CCC/C(C)=C/CNC(=O)C[C@H]1C[C@H](C(=O)N2CCOCC2)[C@@]2(CCC3CCCC3)c3[nH]c4cc(-c5ccco5)ccc4c3CCN2C1=O
 : -8%, x, -41%, 10%, -23%, x, -3%, -1, u
28	CCc1ccc2c(c1)C(c1ccc([N+](=O)[O-])cc1)=NNC(c1ccc(F)cc1)=N2
 : 3%, 2%, -20%, -3%, -17%, -16%, -6%, -5, -23%
29	Cc1ccc2[nH]nc(C(=O)N3CCCC(C(=O)c4ccc(Cl)cc4)C3)c2c1 (centres undefined)
 : 1%, 1%, -19%, -1%[15.4 µM], -14%, -20%, -10%, 2, -26%
30	CCCCn1c(N)c(N(CC(C)C)C(=O)CCCc2nc3ccccc3s2)c(=O)[nH]c1=O
 : -13%, x, -17%, -5%, -2%, x, -17%, -10, 60%
31	COC(=O)c1ccc(N=Cc2c(C(F)(F)F)[nH][nH]c2=O)cc1
 : -6%, -16%, -7%, -4%, -10%, -11%, -6%, -14, -12%
32	Cc1noc(C)c1S(=O)(=O)N1CCN(c2ccc([N+](=O)[O-])cc2)CC1
 : -12%, -22%, -4%, -8%, -2%, -6%, -10%, -8, 5%
33	COC(=O)C(=Nc1ccccc1)/C(C(=O)C(=O)N(C)c1ccccc1)=C(\O)c1ccccc1
 : 21%, -83%, 13µM*, -1%, -4%, -11%, -9%, -2, -2%
34	Cc1ccccc1OCCn1c(C)nc2ccccc21
 : 33%, -12%, -6%, 5%, -7%, -23%, -6%, -2, 15%
35	CCCC(=O)n1nc(-c2ccco2)nc1SCc1ccccc1
 : 3%, -29%, x, -15%, -15%, u, -12%, -1, -19%
36	COc1ccccc1NC(=O)NCC(=O)Nc1c(C)cccc1C
 : 5%, 22%, 7%, 0%, 2%, 3%, -5%, -5, 6%
37	Cc1ccc(C)c(-c2csc(-c3c(N)c(C(=O)c4ccc5c(c4)OCO5)n4ccccc34)n2)c1
 : x, 19%, u, 4%, -1%, 42%[activator], -3%, 1, -35%
38	CCOC(=O)c1ccc(NC(=O)c2ccc3c(c2)OCO3)cc1
 : -3%, 22%, 0%, -4%, 2%, -1%, -2%, -2, -14%
39	CCc1ccc(-n2c(=O)c3c(C)c(C(=O)N(C)C)sc3n(CC(=O)NCC3CCCO3)c2=O)cc1 (centres undefined)
 : 1%, 33%, 35%[activator], -11%, -15%, -2%, -14%, -8, 24%
40	CN(C)c1ccc(C(=O)OCc2cc(=O)n3ccsc3n2)cc1
 : 4%, x, -29%, -2%, -11%, x, 1%, -5, 22%
41	O=C(CCNS(=O)(=O)c1cccc(C(F)(F)F)c1)NC1CC1
 : 5%, x, 0%, 0%, -18%, x, -1%, -2, 1%
42	COc1ccc2[nH]cc(CCO)c2c1
 : -8%, x, -25%, x, x, 0%, 8%[19.4 µM], x, x
43	Cc1ccc(CS(=O)(=O)c2ncn[nH]2)cc1
 : -1%, 3%, -10%, -1%, -13%, -2%, 5%, 0, 14%
44	Cc1ccc(C(=O)OCC(=O)NC(=O)NCc2ccccc2)cc1C
 : 3%, x, -14%, -8%, -12%, x, 6%, -2, -7%
45	Cc1ccc(NC(=O)NCCN2CCN(c3ccccc3)CC2)cc1Cl
 : 34%, -13%, 12%, -2%, -14%, 2%, -6%, -5, 3%
46	CCN1C(=O)/C(=C\c2cccs2)C(C(=O)OC)=C1C
 : -10%, 20%, 0%, -23%, -1%, u, -1%, -6, 24%
47	CCCNC(=O)COC(=O)c1ccc(N2CCCC2)c([N+](=O)[O-])c1
 : 7%, 7%, -3%, -2%, 11%, -8%, -7%, -2, 31%
48	COc1ccc(C(C(=O)NC2CCCCC2)N(C(=O)c2sc(C)nc2C)c2ccccc2C)cc1 (centres undefined)
 : -1%, u, 1%, -13%, -15%, -21%, 0%, 0, -15%
49	Cc1ccc(S(=O)(=O)N(CC(=O)N(C(C)C)C(C)C)C(=O)N2CCN(C)CC2)cc1
 : -11%, u, 3%, -12%, -19%, -2%, 4%, -2, -5%[56.9 µM]
50	CCOC(=O)c1ccccc1NC(=O)c1nn(-c2ccc(OC)c(Cl)c2)c(=O)c2c1c1ccccc1n2C
 : x, 10%, -17%, -4%, -22%, 27%, 1%, -2, 1%
51	Cc1cc(F)ccc1S(=O)(=O)Nc1ccc(C(=O)N2CCCCC2)cc1
 : 7%, x, 0%, -13%, u, x, -11%, -6, -1%
52	CC(=O)c1ccc(S(=O)(=O)N2CCN(C(=O)CN3C(=O)NC4(CCCC4)C3=O)CC2)cc1
 : -7%, x, -7%, -1%, -7%, x, -1%, 1, -16%
53	CCCCn1c(SCC(=O)Nc2oc(C)c3c(C)n[nH]c(=O)c23)nc2cc(S(N)(=O)=O)ccc21
 : 22%, x, -7%, -4%, -17%, x, -34%, 0, -40%
54	CC1=CN2C(=N)/C(=C/c3ccc(Sc4ccc(Cl)cc4)o3)C(=O)N=C2S1
 : 2%, -2%, -14%, 7%, -6%, 6%, u, -6, 3%

# Bioassay records as filed in PubChem BioAssay.

# The list is partial; the hit share may differ from the screen's.
